# High-throughput results deposited in PubChem BioAssay by several laboratories.
# JMJD2C inh = inhibitors of GASC-1 histone demethylase, primary screen, biochemical, fluorescence, DELFIA europium | Lysine-specific demethylase 4C (Homo sapiens), Q9H3R0 | GST-JMJD2C(1-420) H3K9me3 demethylation | inhibition, % at 2.35 µM | actives 0.069% (n = 330,000) | AID 2099, 2009;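 active = more than half of a compound's replicate wells show inhibition beyond 50%, single wells judged on their own value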;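 also: signal counts dimethyl H3K9 product captured on neutravidin plate; 0% = median of DMSO wells and 100% = 0.3 times that DMSO median; strong numbers were not always called active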
# Target sequence (Q9H3R0 1-420 limits assumed): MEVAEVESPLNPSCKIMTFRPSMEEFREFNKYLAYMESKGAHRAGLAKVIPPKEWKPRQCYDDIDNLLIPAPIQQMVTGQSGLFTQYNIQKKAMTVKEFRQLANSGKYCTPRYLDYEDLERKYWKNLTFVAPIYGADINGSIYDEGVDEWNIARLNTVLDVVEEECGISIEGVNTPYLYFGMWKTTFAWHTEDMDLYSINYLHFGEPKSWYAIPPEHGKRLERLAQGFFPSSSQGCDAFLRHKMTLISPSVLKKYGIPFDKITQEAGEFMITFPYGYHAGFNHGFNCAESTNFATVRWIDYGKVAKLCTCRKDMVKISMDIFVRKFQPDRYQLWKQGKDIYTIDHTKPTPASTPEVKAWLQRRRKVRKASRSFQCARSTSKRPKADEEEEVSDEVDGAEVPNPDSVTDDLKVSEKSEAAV
# CR mimetic SO = reduction of superoxide in aged yeast, primary screen, HTS | S. cerevisiae aged cells, superoxide DHE fluorescence; hits give low values | superoxide response (% of plate mean), % at 10 µM | actives 0.18% (n = 330,000) | AID 2690, 2010;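 active = superoxide response under a set limit, about three screen SD below normal, cut at about 65% in these data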;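 also: yeast aged for seven days with compound at 30 °C before DHE staining; 100% = average MFI of all compound-treated wells on the plate with controls excluded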
# An asterisk follows results filed as active. A portion of the library. The share of hits here may be higher or lower than overall.
SMILES,JMJD2C inh,CR mimetic SO
CCOC(=O)c1ccc(NC(=O)c2nc[nH]c2C(=O)NCCNC(=O)c2[nH]cnc2C(=O)Nc2ccc(C(=O)OCC)cc2)cc1,1,95
C[C@@H]1CN([C@H](C)CO)C(=O)c2cc(NC(=O)Nc3ccc(F)cc3)ccc2O[C@H]1CN(C)C(=O)Nc1ccc(C(F)(F)F)cc1,8,90
O=C(CCc1ccc(S(=O)(=O)N2CCOCC2)cc1)OCC(=O)c1ccc(Br)cc1,12,132
O=C(O)c1cc(S(=O)(=O)N2CCCCC2)ccc1N1CCOCC1,-3,98
CC(C)CCN1C(=O)c2ccc(C(=O)OCC(=O)N(CC(C)C)C3CCS(=O)(=O)C3)cc2C1=O (stereo not given),0,97
CCC(C(N)=NCCc1ccc(OC)c(OC)c1)c1ccccc1 (stereo not given),0,95
CCN(CC)CCNC(=O)c1ccc(NC(=O)c2ccc(COc3ccccc3)cc2)cc1,21,78
O=C(COC(=O)C1=COCCO1)Nc1cc(C(F)(F)F)ccc1Cl,9,107
COc1cc(OC)c(C(=O)OCC(=O)NC23CC4CC(CC(C4)C2)C3)cc1OC,-2,113
CCc1ccccc1NC(=O)CN(C)C(=O)COC(=O)c1ccco1,5,108
Cc1ncc(CO)c(CNc2ccc(-c3nc4ccccc4[nH]3)cc2)c1O,-2,104
NC(=O)c1ccsc1NC(=O)CN1C(=O)NC2(CCCC2)C1=O,2,121
CCC(NC(=S)NC1CCCCC1)c1ccc(C)cc1 (stereo not given),3,99
C=CCC[C@@H](Cc1ccc(F)cc1)C(=O)OC[C@H](Cc1c[nH]c2ccccc12)NC(=O)[C@@H](CC=C)CC(=O)N(CCO)Cc1ccccc1,0,85
Cc1cc(C)c(OCCCCCn2ccnc2)c(C)c1,-1,106
COCc1ccc(-c2c(-c3ccsc3)oc(=O)c3cc(OC)c(OC)cc23)cc1,0,100
Cc1cccc(OCCCC(=O)N2CCCCCC2)c1C,-8,95
COc1ccc(OC)c(C=NNC(=O)c2ccc(NS(=O)(=O)c3cccs3)cc2)c1,2,117
Cc1cccc(NC(=O)CSc2nc3ccccc3c(=O)n2CC2CCCO2)c1 (stereo not given),9,126
COc1ccc(C(=O)COC(=O)c2sccc2C)cc1OC,3,92
CC(NC(=O)COC(=O)C1CC1C)c1ccccc1 (stereo not given),4,102
Cc1ccc(S(=O)(=O)N2CCOCC2)cc1NC(=O)CNC(C)c1ccccc1 (stereo not given),3,100
Cc1ccc(S(=O)(=O)N2CCCCC2)cc1NC(=O)C1CC1,4,94
CC(C)Cn1c(N)c(C(=O)COC(=O)c2cc3ccccc3cc2O)c(=O)n(C)c1=O,5,115
CC(=O)c1ccc(NC(=O)CN(c2c(C)cccc2C)S(C)(=O)=O)cc1,-4,104

# Arranged by value in JMJD2C inh (high to low): some entries from above.
canonical_smiles	JMJD2C inh
CCN(CC)CCNC(=O)c1ccc(NC(=O)c2ccc(COc3ccccc3)cc2)cc1	21
O=C(COC(=O)C1=COCCO1)Nc1cc(C(F)(F)F)ccc1Cl	9
Cc1ccc(S(=O)(=O)N2CCOCC2)cc1NC(=O)CNC(C)c1ccccc1 (stereo not given)	3
CCOC(=O)c1ccc(NC(=O)c2nc[nH]c2C(=O)NCCNC(=O)c2[nH]cnc2C(=O)Nc2ccc(C(=O)OCC)cc2)cc1	1

# Further entries
SMILES,JMJD2C inh,CR mimetic SO
CCN(C[C@H]1N[C@@](Cc2ccccc2)(C(=O)OC)[C@H]2C(=O)N(Cc3ccccc3)C(=O)[C@@H]12)C(=O)Nc1ccc(Cl)cc1,6,108
CCN(C(=O)CSc1nc(C)nc2sc3c(c12)CCC3)C1CCS(=O)(=O)C1 (stereo not given),2,108
O=C(COC(=O)CNC(=O)c1ccc(Cl)cc1Cl)NNC(=O)c1ccccc1F,4,85
CC(C)C(NC(=O)c1ccc(Cl)cc1Cl)C(=O)N1CCN(S(=O)(=O)c2ccccc2)CC1 (stereo not given),10,97
O=C(NCc1ccccc1)c1c(O)c2ccccc2[nH]c1=O,19,103
CC/C(=N\NC(=O)Cc1ccc(Br)cc1)c1cccs1,2,110
COc1ccc(OC)c(S(=O)(=O)NCCCN2CCOCC2)c1,8,100
C[C@H](CO)N1C[C@H](C)[C@@H](CN(C)S(C)(=O)=O)Oc2ccc(NC(=O)Cn3cnnn3)cc2C1=O,-39,98
Cc1ccc(C(=O)N/C(=C\c2ccco2)C(=O)N2CC(C)OC(C)C2)cc1C (stereo not given),-2,87
CCN(c1ccccc1)S(=O)(=O)c1ccc(Cl)c(NC(=O)CNCc2ccccc2OC)c1,4,77
CC(=O)Nc1ccc(S(=O)(=O)N2CCC(C(=O)NCCc3c[nH]c4ccccc34)CC2)cc1,0,98
O=C(COc1ccc([N+](=O)[O-])cc1Cl)Nc1ccc2[nH]c(=O)[nH]c2c1,10,111
CC(C)NC(=O)N(C)C[C@H]1Oc2ccc(NC(=O)CCC(F)(F)F)cc2C(=O)N([C@H](C)CO)C[C@@H]1C,6,88
CC(NC(=O)COC(=O)Cn1cc(C(F)(F)F)ccc1=O)c1ccccc1 (stereo not given),-7,93
CCCCNc1c(-c2ccc(SC3CCCCC3)c(OC)c2)nc2ccc(C)cn12,-13,93
O=C(COC(=O)c1cnccn1)Nc1cc(S(=O)(=O)N2CCOCC2)ccc1Cl,-1,86
CCN(CC)CCC(=O)N1c2ccccc2CCc2ccc(NC(=O)OC(C)C)cc21,0,105
O=C(NNC(=O)C1CC1)c1ccc(F)cc1F,-1,124
O=C(N[C@@H]1C/C=C\C[C@@H](CC(=O)N(CCO)Cc2ccccc2)C(=O)NC[C@H](c2ccccc2)OC1=O)OCC1c2ccccc2-c2ccccc21,6,92
C=CCn1c(SCC(=O)NC(=O)Cc2ccccc2)nnc1-c1ccccc1F,12,97
COc1ccc(CN(C)CC(=O)Nc2ccccc2C(=O)NC2CC2)cc1F,-17,115
COc1ccccc1/C=C/C(=O)OCC(=O)NC(=O)NC1CCCC1,-13,83
Cc1nc(CNC(=O)CC2C(=O)NCCN2Cc2ccc(F)cc2)cs1 (stereo not given),-2,87
CN(C)S(=O)(=O)c1cc(NC(=O)COC(=O)CC2CC3CCC2C3)ccc1Cl (stereo not given),2,78
COc1ccc(S(=O)(=O)N2CCc3ccccc32)cc1C(=O)NCC(c1ccco1)N1CCCC1 (stereo not given),3,92
SMILES,JMJD2C inh,CR mimetic SO
COc1ccc(NC(=O)CC2CC3CCC2C3)cc1S(=O)(=O)N1CCOCC1 (stereo not given),3,97
COc1ccc(-c2c(C#Cc3ccsc3)c3cc(-c4ccc5cc[nH]c5c4)ccc3n2C)cc1,-6,90
Cc1ccccc1NC(=O)c1ccccc1NC(=O)c1ccccc1F,-14,103
COc1cccc(/C=C/C(=O)OCC(=O)NC2CC2)c1OC,-3,111
CN(Cc1ccccc1)C(=O)c1ccc(S(=O)(=O)N(C)c2ccccc2)cc1,0,97
COCC1CCN(C(=O)c2ccc(OC)c(OC3CCN(C(C)C)CC3)c2)CC1,9,83
O=C(COc1c(Br)cc(Br)cc1Br)N/N=C/c1ccco1,6,97
O=C(C[C@@H]1C/C=C/CC[C@@H](Cc2ccc(F)cc2)C(=O)O[C@H](c2ccccc2)CNC1=O)NCCO,3,69
Cn1c(N)c(C(=O)COC(=O)/C=C/c2ccc(Cl)cc2Cl)c(=O)n(C)c1=O,0,91
COc1ccc(-c2cc(C(=O)N/N=C(\C)c3cccnc3)c3ccccc3n2)cc1,-2,105
CCOC(=O)N1CCN(C(=O)CNC(=O)c2ccc(Br)o2)CC1,1,102
Cc1cc(C(=O)COC(=O)c2ccc(NC(=O)CC#N)cc2)c(C)n1-c1ccc(OC(F)F)cc1,7,83
Nc1nc(SCC(=O)Nc2cc(Cl)ccc2Cl)n[nH]1,-4,107
Cc1cccc(NS(=O)(=O)c2ccc3[nH]c(=O)oc3c2)c1C,2,110
CC1(C)CC2CC(C)(CN2S(=O)(=O)c2ccccc2[N+](=O)[O-])C1 (stereo not given),5,102
COc1cccc(OC)c1C(=O)Nc1ccccc1C(=O)N1CCCC1,9,104
C[C@H]1COC(=O)[C@H](CC(=O)OC(C)(C)C)C/C=C\C[C@@H](CC(=O)N[C@@H](CO)Cc2ccccc2)C(=O)N1,19,85
COc1cccc(CNc2ccc(S(=O)(=O)N3CCCC3)cn2)c1,0,123
Oc1ccc(Nc2ncnc3ccccc23)cc1,-7,88
CCc1noc(C)c1C(=O)OCC(=O)c1ccc(NC(C)=O)cc1F,9,110
COc1ccc(CCNC(=O)COC(=O)c2ccccn2)cc1,1,91
O=C(COC(=O)c1ccccc1Br)NC(=O)NCc1ccccc1,11,108
O=C(c1cccc(S(=O)(=O)N2CCCCC2)c1)N1CCN(c2ccccc2)CC1,-3,94
C[C@H](CO)N1C[C@H](C)[C@@H](CN(C)Cc2ccncc2)Oc2c(cccc2N(C)C)C1=O,2,100
CCOC(=O)N/N=C\c1ccccc1OC/C=C/c1ccccc1,-1,100
SMILES,JMJD2C inh,CR mimetic SO
Cc1ccc(C(=O)CCC(=O)Nc2cccc(C)c2)cc1,-46,99
Nc1cc(N)nc(SCC(=O)NCc2ccc3c(c2)OCO3)n1,4,95
COC(=O)c1ccc(CN2C(=O)c3ccccc3C2=O)cc1,-13,103
CN(C(=O)COC(=O)c1cccnc1Cl)C1CCCCC1,5,113
CC(=O)c1cccc(OCC(=O)OCC(=O)Nc2cc(S(=O)(=O)N3CCCCC3)ccc2C)c1,-8,118
COc1cc(Cl)c(C)cc1NC(=O)CSC1=NCCS1,11,124
O=C(NC1CCCC(C(F)(F)F)C1)c1ccc([N+](=O)[O-])o1 (stereo not given),4,134
COc1ccc(CC(=O)N/N=C(\C)c2cccs2)cc1OC,8,108
O=C(COC(=O)c1ccccc1OCc1ccccc1Cl)NC1CCS(=O)(=O)C1 (stereo not given),1,83
CCC(=O)N1N=C(c2ccc(NS(=O)(=O)c3ccc(C)cc3)cc2)CC1c1ccco1 (stereo not given),-2,96
O=C(COC(=O)c1cccnc1Cl)NCCc1ccc(F)cc1,-4,108
CN(CC(=O)OCC(=O)NC1CCCC1)S(=O)(=O)c1ccc(Cl)cc1,-1,101
CCc1ccc(C(O)(C(C)C)C(CN2CCOCC2)c2ccccc2)cc1 (stereo not given),-4,98
CN(Cc1ccccc1)C(=O)COC(=O)CCC(=O)c1ccc(Cl)cc1,-4,104
C[C@H]1CN(S(=O)(=O)c2c(F)cccc2F)CCN1S(=O)(=O)c1ccc2c(c1)OCCO2,1,95
CN(C(=O)c1ccc(N2CCCCC2)c([N+](=O)[O-])c1)C1CCS(=O)(=O)C1 (stereo not given),-1,114
COc1ccc(C)cc1NC(=O)NC1CCCCCCC1,0,106
COc1ccc([N+](=O)[O-])cc1NC(=O)C(C)OC(=O)Cc1ccc(OC)c(OC)c1 (stereo not given),-3,99
CC(NC(=O)COC(=O)c1ccccc1O)C1CC2CCC1C2 (stereo not given),-4,119
COc1ccccc1NC(=O)c1ccc(S(=O)(=O)N(C)c2ccccc2OC)cc1,0,103
COCCCNC(=S)NNC(=O)c1cc(C2CC2)nc2ccccc12,-1,84
N#CCCCc1cc2ccccc2cn1,16,105
O=c1[nH]nc(-c2ccc(F)cc2)cc1-c1ccccc1,3,100
O=c1c2c(O)cc(O)cc2oc2c(O)ccc(O[C@H]3O[C@@H](CO)[C@H](O)[C@@H](O)[C@@H]3O)c12,3,122
O=C(CC1SC(N2CCCCC2)=NC1=O)Nc1ccc(C(=O)NCc2ccccc2)cc1 (stereo not given),-7,89

# Some of these compounds in order of molecular weight, ascending:
SMILES,JMJD2C inh,CR mimetic SO
Cc1ccc(C(=O)CCC(=O)Nc2cccc(C)c2)cc1,-46,99
CC(NC(=O)COC(=O)c1ccccc1O)C1CC2CCC1C2 (stereo not given),-4,119
CCc1ccc(C(O)(C(C)C)C(CN2CCOCC2)c2ccccc2)cc1 (stereo not given),-4,98
COc1ccc([N+](=O)[O-])cc1NC(=O)C(C)OC(=O)Cc1ccc(OC)c(OC)c1 (stereo not given),-3,99
C[C@H]1CN(S(=O)(=O)c2c(F)cccc2F)CCN1S(=O)(=O)c1ccc2c(c1)OCCO2,1,95
CC(=O)c1cccc(OCC(=O)OCC(=O)Nc2cc(S(=O)(=O)N3CCCCC3)ccc2C)c1,-8,118

# (next part)
SMILES,JMJD2C inh,CR mimetic SO
O=C(CSc1nc(-c2ccccc2)cs1)NCCCN1CCCC1=O,6,103
Cc1ccc(C)c(NC(=O)CCN2C(=O)c3ccccc3C2=O)c1,5,109
O=C(Cn1cnc2c(OCc3ccccc3)ncnc21)NCc1nc2ccccc2[nH]1,25,121
NS(=O)(=O)c1ccc(CCNC(=O)C2COc3ccccc3O2)cc1 (stereo not given),27,99
CCC(CO)Oc1cc(NCc2ccc(C(C)(C)C)cc2)c2ncn(C(C)C)c2c1 (stereo not given),7,115
Cc1cccc(C(=O)NCC(=O)N2CCN(c3ccccn3)CC2)c1,0,86
CS(=O)(=O)c1ccc(-c2sc3ccccc3c2C#CCCO)cc1,-18,101
CC(NS(=O)(=O)c1ccc2ccccc2c1)c1ccccn1 (stereo not given),3,101
O=C(CN1c2cccc3cccc(c23)S1(=O)=O)NC1CCCCC1,11,107
CC1=C(C(=O)OCCC(C)C)C(c2ccc3c(c2)OCO3)NC(=O)N1 (stereo not given),-10,102
Cc1ccc(NC(=O)Cc2ccccc2)cc1S(=O)(=O)N1CCOCC1,2,93
CC[C@@]1(C(=O)OC)N[C@H](CN(C)C(=O)Nc2ccc(F)cc2)[C@@H]2C(=O)N(C)C(=O)[C@@H]21,5,114
CC(Oc1cccnc1[N+](=O)[O-])C(=O)N1CCc2ccccc21 (stereo not given),8,114

# Profiles, looked up by structure.
# `CCN(C[C@H]1N[C@@](Cc2ccccc2)(C(=O)OC)[C@H]2C(=O)N(Cc3ccccc3)C(=O)[C@@H]12)C(=O)Nc1ccc(Cl)cc1` is entered as JMJD2C inh = 6; CR mimetic SO = 108
# `COc1ccc(-c2c(C#Cc3ccsc3)c3cc(-c4ccc5cc[nH]c5c4)ccc3n2C)cc1` is entered as JMJD2C inh = -6; CR mimetic SO = 90
